L3MBTL1 block: qHTS Assay for the Inhibitors of L3MBTL1; Lethal(3)malignant brain tumor-like protein 1 (Homo sapiens), Q9Y468; AlphaScreen L3MBTL1–H3K9me1 peptide binding; Potency, µM (titrated, usually from 57.1 µM), for the others: top-dose activity, negative = inhibition, actives largely listed as inhibitors; 230,000 tested, 0.66% active; further: potency means the concentration at half of the fitted maximal effect; on the % scale 0 is the no-effect control and ±100 the full control effect; nearly all actives have a fitted effect of over 60% in size
Target sequence (Q9Y468 whole entry, looked up): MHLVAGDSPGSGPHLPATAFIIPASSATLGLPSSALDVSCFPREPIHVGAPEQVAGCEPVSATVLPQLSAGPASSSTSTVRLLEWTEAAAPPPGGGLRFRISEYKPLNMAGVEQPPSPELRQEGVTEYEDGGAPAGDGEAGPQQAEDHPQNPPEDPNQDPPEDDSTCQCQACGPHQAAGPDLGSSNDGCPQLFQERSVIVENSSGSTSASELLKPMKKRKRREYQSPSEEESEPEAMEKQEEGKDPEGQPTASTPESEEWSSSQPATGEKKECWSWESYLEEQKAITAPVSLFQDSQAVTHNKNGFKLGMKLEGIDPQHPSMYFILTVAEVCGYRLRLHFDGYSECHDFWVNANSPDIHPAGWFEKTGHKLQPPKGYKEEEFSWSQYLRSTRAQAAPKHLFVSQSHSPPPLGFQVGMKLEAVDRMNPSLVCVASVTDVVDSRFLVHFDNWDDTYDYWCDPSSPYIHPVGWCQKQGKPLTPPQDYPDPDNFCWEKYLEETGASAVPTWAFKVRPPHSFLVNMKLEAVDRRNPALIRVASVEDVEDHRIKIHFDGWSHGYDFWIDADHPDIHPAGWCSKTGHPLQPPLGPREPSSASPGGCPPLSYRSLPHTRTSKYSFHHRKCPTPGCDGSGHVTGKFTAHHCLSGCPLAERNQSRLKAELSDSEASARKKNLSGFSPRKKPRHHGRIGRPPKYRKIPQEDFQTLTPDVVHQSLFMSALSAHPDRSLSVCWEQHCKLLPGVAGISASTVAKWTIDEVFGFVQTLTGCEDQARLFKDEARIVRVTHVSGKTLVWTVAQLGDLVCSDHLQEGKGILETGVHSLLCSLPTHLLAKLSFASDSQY
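Read-out is AlphaScreen signal from streptavidin donor and nickel chelate acceptor beads (10 ug/mL final each) bridging L3MBTL1 (50 nM) and biotinylated K9-monomethylated H3(1-15) peptide (75 nM), after 30 min compound exposure at room temperature.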
KinaseGlo FLuc: Counterscreen for Luciferase (Kinase-Glo TM) Inhibition; Luciferin 4-monooxygenase (Photuris pensylvanica), Q27757; Kinase-Glo luciferase, ATP luminescence, 8 min; Potency, µM (top dose mostly 38.3 µM), without a hit: at the highest dose activity change, negative = inhibition, hits mostly inhibitors; 200,000 tested, 0.28% active; AID 1379, 2008; further: potency means the concentration at half of the fitted maximal effect; on the % scale 0 is the no-effect control and ±100 the full control effect; nearly all actives have a fitted effect of over 60% in size
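Recombinant Kinase-Glo luciferase, 10 uM ATP (linear range), luciferin; imidazole pH 7.2 / KCl / MgCl2 / Tween / BSA buffer; 8 min RT; luminescence.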
IMPase Li inh: qHTS Assay for Identifying the Cell-Membrane Permeable IMPase Inhibitors: Potentiation with Lithium. AID 1457, 2008. 210,000 tested, 0.35% active. CHO-M1 cells, IP1 TR-FRET (IP-One), carbachol + lithium. Potency, µM (highest dose often 59.4 µM), for the others: at the top dose activity, negative = IMPase inhibition, usual class: inhibitors;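 further: IP1 builds up when IMPase is blocked and the TR-FRET signal falls; potency means the concentration at half of the fitted maximal effect; plate controls were basal vehicle for no effect and high inhibitor control for full effect; nearly all actives have a fitted effect of over 50% in size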
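Test compounds were applied to CHO-M1 cells previously cultured for 16–30 h at 2000 per well. A small lithium amount accompanied them; after 30 min at 37C, IP1 was quantified by TR-FRET.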
Epigenetic reg: Quantitative High-Throughput Screen for Regulators of Epigenetic Control. murine LDR cells, GFP reporter derepression, 30 h. Potency, µM (series often up to 53.9 µM), for the others: top-dose GFP activation, usual class: activators. 280,000 tested, 0.2% active; further: potency means the concentration at half of the fitted maximal effect; % of control where 0% means no effect; nearly all actives have a fitted effect of over 60% in size
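GFP-positive cell count by laser-scanning cytometry (objects 20–120 um) after 30 h, 37 C compound exposure of murine LDR cells; reporter is CMV-GFP integrated at a silenced locus, inducible by HDAC or DNMT inhibitors.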
CBFb RUNX1 block: qHTS Assay for Compounds Blocking the Interaction Between CBF-beta and RUNX1 for the Treatment of Acute Myeloid Leukemia | Runt-related transcription factor 1 (Homo sapiens) + Core-binding factor subunit beta … | AlphaScreen CBFb-His/RUNX1-biotin binding, biochemical | Potency, µM (doses to about 59.8 µM), for the others: top-dose activity, negative = inhibition, most hits filed as inhibitors | 230,000 tested, under 10 active; further: % of control where 0% means no effect
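Inhibition was taken as any reduction in AlphaScreen signal from the CBF-beta–RUNX1 pair (His and biotin tags, 30 nM each), measured after compound (15 min) and bead (90 min) incubations at room temperature.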
HttQ103 aggreg: qHTS Multiplex Assay to Identify Dual Action Probes in a Cell Model of Huntington: Aggregate Formation (GFP). Potency, µM (top dose mostly 46.1 µM), inactives show at the top dose activity change, negative = inhibition, hits mostly inhibitors. 220,000 tested, 1.1% active. PC12 HttQ103-GFP aggregates, Acumen cytometry, 40 h; further: potency means the concentration at half of the fitted maximal effect; on the % scale 0 is the no-effect control and ±100 the full control effect; nearly all actives have a fitted effect of over 60% in size
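PC12 cells stably carrying ecdysone-inducible HTT exon 1 Q103–GFP were induced with tebufenozide (100 nM final) and treated with library compounds in titration. GFP aggregates in lysates were counted by laser scanning cytometry.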
NPSR antagonist: qHTS Assay for Antagonists of the Neuropeptide S Receptor: cAMP Signal Transduction; CHO-NPSR cells, cAMP TR-FRET, antagonist mode; Q6W5P4; AID 1461, 2008; Potency, µM (series often up to 38.3 µM), for the others: at the top dose activity change, negative = inhibition, usual class: inhibitors; 220,000 tested, 1% active; further: potency means the concentration at half of the fitted maximal effect; on the % scale 0 is the no-effect control and ±100 the full control effect; nearly all actives have a fitted effect of over 50% in size; many of its hits are not listed in these tables
Active calls of the source: *; ? = inconclusive; . = not tested or not shown; & = joins results of further samples; [ ] = remark or other dose. The call rests on the fitted dose curve; in most records, active means well fitted curve in the direction sought with a large enough effect; inconclusive means small, poorly fitted or top-dose-only effect, or another doubt; inactive means no such curve, though single readings can be large; an effect the other way counts as inactive or inconclusive. Some of the compounds tested; count on the stated rates, not on these rows.

SMILES	L3MBTL1 block	KinaseGlo FLuc	IMPase Li inh	Epigenetic reg	CBFb RUNX1 block	HttQ103 aggreg	NPSR antagonist
CCOC(=O)C1=C(N)OC2=C(C(=O)CC(C)(C)C2)C1C1CCCCC1 (stereo unspecified)	0%	6%	13%[38.3 µM]	-1.1%	0%	7%	?
CC(C)S(=O)(=O)C1=NSC2=NC(=O)/C(=C\c3ccc(-c4ccccc4)o3)C(=N)N21	9%	3%	4%	-1.8%	-3%	2%	-49%
COC(=O)c1ccc(OCC(=O)c2ccc(O)cc2O)cc1	0%	-6%	-1%[38.3 µM]	-2.2%	-1%	-12%	-7%[46.1 µM]
COc1ccccc1CN1CC(C(=O)NCc2cccnc2)CC1=O (stereo unspecified)	-14%	2%	16%[38.3 µM]	0.0%	2%	-18%	1%[46.1 µM]
NC(=O)c1ccc(NC(=O)Cn2c(=O)n(-c3ccccc3)c(=O)c3oc4ccccc4c32)cc1	.	-4%	-7%	1.5%	-4%	9%	3%
N/C(=N\OCc1ccccc1)c1nonc1N	.	?	8%	-4.6%	-1%	14%	17%
CC(C)C(=O)Nc1cccc(NC(=O)c2cccc(Br)c2)c1	?	-4%	20%	-0.4%	-10%	20%	-1%
COc1ccc([N+](=O)[O-])cc1NC(=O)CCSCCc1ccccn1	.	-1%	-3%	-5.1%	-3%	-2%	12%
Cn1cccc1C(=O)NC(=O)CSc1cccc[n+]1[O-]	-9%	-5%	-1%[38.3 µM]	6.5%	-5%	16%	4%[46.1 µM]
CC(C)OCCCn1c(=N)c(C(N)=S)cc2c(=O)n3ccccc3nc21	-5%	-5%	6%[38.3 µM]	13%	-9%	-4%	-11%[46.1 µM]
Cc1cc(NC(=O)C2COc3ccccc3O2)no1 (stereo unspecified)	5%	2%	0%	0.0%	2%	31%	2%
O=c1c(Cc2c(F)cccc2Cl)c(O)ccn1CCCn1ccnc1	4%[11.4 µM]	2%	7%	4.8%	-2%	16%	14%
COc1cccc(NC(C)C(=O)N2CC(C)OC(C)C2)c1 (stereo unspecified)	-3%	0%	-4%[38.3 µM]	-2.0%	2%	-4%	-9%[46.1 µM]
O=C(NC1CCCCC1)c1cccc(S(=O)(=O)N2CCOCC2)c1	2%	5%	43%[activator][38.3 µM]	2.5%	4%	18%	-3%[46.1 µM]
N#Cc1ncn(-c2ccc(Oc3ccccc3)cc2)c1N	-16%[11.4 µM]	1%	15%	-1.2%	-5%	-7%	1%
CCCN(CCC)CCNc1c(NC2CCN(C(=O)OCC)CC2)c(=O)c1=O	.	-2%	-1%[38.3 µM]	-0.6%	1%	-1%	0%[46.1 µM]
CC1CC2=C(NC(=S)NC2c2cccc(F)c2)/C(=C/c2cccc(F)c2)C1 (stereo unspecified)	-28%	4%	16%	2.6%	?	2%[9.22 µM]	-52%
O=C(Cc1ccc(Cl)cc1)NCC(=O)N1CCCC1	-1%	3%	13%[38.3 µM]	0.0%	3%	-11%	-2%[46.1 µM]
Cc1ccc(S(=O)(=O)NC2=C(N3CCN(Cc4ccccc4)CC3)C(=O)c3ccccc3C2=O)cc1	.	14%	22%[38.3 µM]	2.2%	-6%	-1%	-14%[46.1 µM]
O=C(Nc1ccccc1F)Nc1ccc([N+](=O)[O-])cc1Cl	-4%	.	8%	-0.1%	3%	-9%[9.22 µM]	20%
S=C(Nc1ccccc1)Nc1nccs1	-9%	-4%	-4%	13µM*	?	?	?
Cc1sc(N/N=C/c2cccnc2)nc1-c1ccc(Cl)cc1	-2%	1%	8%	-1.1%	-6%	-21%	-6%[46.1 µM]
O=C(CSc1nnc(-c2cnccn2)n1Cc1ccco1)Nc1ccc(Br)cc1	.	-1%	2%[38.3 µM]	0.0%	-4%	4%	-27%[46.1 µM]
CCOC(=O)c1sc(=S)n(-c2ccccc2OC)c1N	-7%	1%	21%[38.3 µM]	-6.3%	20%	2%	-4%[46.1 µM]
C/C(=N\NC(=O)c1nn(C)c(C)c1Br)c1ccc(NC(=O)c2ccoc2C)cc1	36%[activator]	-9%	5%	1.9%	-11%	1%	4%
CCOC(=O)CNC(=O)c1sc(NC(=O)c2ccccc2F)nc1C	1%	.	.	1.9%	4%	-5%	-13%[46.1 µM]
O=C(CSc1ncn[nH]1)NCCc1ccccc1	.	1%	8%[38.3 µM]	2.2%	2%	4%	-5%[46.1 µM]
CS(=O)(=O)N(CC(=O)NCc1ccc2c(c1)OCO2)c1ccccc1	-7%	4%	26%[38.3 µM]	0.6%	8%	16%	-10%[46.1 µM]
COCC(=O)N(C)c1nnc(-c2ccc([N+](=O)[O-])cc2)s1	1%	-1%	-3%[38.3 µM]	2.3%	-1%	-6%	-3%[46.1 µM]
Cc1ccccc1C(=O)Nc1cccc(NC(=O)c2ncn[nH]2)c1	?	-2%	-7%	0.0%	-5%	0%[9.22 µM]	-12%

Some entries already given, reduced to CBFb RUNX1 block.
SMILES	CBFb RUNX1 block
CCOC(=O)c1sc(=S)n(-c2ccccc2OC)c1N	20%
C/C(=N\NC(=O)c1nn(C)c(C)c1Br)c1ccc(NC(=O)c2ccoc2C)cc1	-11%
CCOC(=O)CNC(=O)c1sc(NC(=O)c2ccccc2F)nc1C	4%

Next part
SMILES	L3MBTL1 block	KinaseGlo FLuc	IMPase Li inh	Epigenetic reg	CBFb RUNX1 block	HttQ103 aggreg	NPSR antagonist
N=C1/C(=C/c2ccc(OC(=O)c3ccco3)cc2)C(=O)N=C2SC=CN12	2%[11.4 µM]	-1%	-5%	-1.2%	-3%	22%	-14%
CC(C)(C)c1cnnn1-c1ccc(NC(=O)c2ccc3c(c2)OCO3)cc1	0%	2%	18%	0.0%	14%	-22%	-13%[46.1 µM]
N#Cc1cn(Cc2ccccc2)c(=O)[nH]c1=O	11%	-2%	2%	-0.5%	3%	-1%	-1%
CCCCN(C)C/C(O)=C(\C#N)c1nc(-c2ccccc2)cs1	.	0%	-12%[38.3 µM]	11%	-7%	-9%	-9%[46.1 µM]
Cc1ccc(-c2nc(NC(=O)c3cc(C(C)(C)C)nn3C)sc2C)cc1Cl	7%	.	.	-2.5%	-1%	-22%[9.22 µM]	6%[7.67 µM]
CCOc1ccc(CC(=O)C2=C(N3CCOCC3)CC(C)(C)CC2=O)cc1OCC	.	3%	-6%	1.1%	1%	3%	-2%
O=C(COc1ccc(Br)cc1Cl)NC(=O)Nc1ccc2c(c1)OCCO2	-1%	-4%	3%	-0.4%	11%	33%	10%
C=CCOc1c(CNn2nnnc2N)cccc1OC	24%	-4%	10%	4.7%	-1%	10%	-14%[46.1 µM]
O=c1[nH]c2ccccc2c2ccccc12	1%	-1%&0%	-7%&-18%&-15%	-1.2%&0.0%&-4.8%	8%&-17%&-6%	5%	17%[46.1 µM]
COc1cccc(/C=N/Nc2nn3cnnc3c3ccccc23)c1	.	3.5µM*	29%[38.3 µM]	-1.0%	0%	20%	-14%[46.1 µM]
Cc1ccc2c(CC(=O)OC(C)C(=O)NCc3ccc4c(c3)OCO4)coc2c1 (stereo unspecified)	-2%	-5%	17%[38.3 µM]	1.3%	3%	-4%	-1%[46.1 µM]
O=C1NC(=Nc2ccc(F)cc2)CS1	.	-1%	-4%	11%	-1%	-4%	-3%
C[C@@H]1O[C@@H](Oc2c(-c3cc(O)c(O)c(O)c3)oc3cc(O)cc(O)c3c2=O)[C@H](O)[C@H](O)[C@H]1O	?	-2%	20%	0.0%	?	13%	-19%
CS(=O)(=O)N(CC(=O)NC1CC2CCC1C2)c1cccc(C(F)(F)F)c1 (stereo unspecified)	-6%	-1%	27%[38.3 µM]	-1.1%	5%	-2%	3%[46.1 µM]
CC(=O)N1c2ccccc2Nc2ccccc21	0%	-4%	8%	-0.9%	6%	-21%	6%
CCOc1cc2nc(-c3ccc(OC)c(OC)c3)nc(N3CCOCC3)c2cc1OC	3%	2%	?	1.8%	4%	11%	-23%[46.1 µM]
CN(CCOc1ccc(C[C@H](Nc2ccccc2C(=O)c2ccccc2)C(=O)O)cc1)c1ccccn1	.	-2%&3%	16%&21%	-0.2%&2.1%	-18%	.	-22%[46.1 µM]
COc1cc2c(cc1O)[C@H](Cc1ccc(Oc3cc(C[C@@H]4NCCc5cc(OC)c(O)cc54)ccc3O)cc1)NCC2	-14%	0%	12%	2.5%	9%[2.36 µM]	21%	-26%
O=C(Nc1cccc(Br)c1)c1ccc(OC2CSC2)cc1	.	?	22%	0.1%	-3%	?	-26%
CC(=O)c1c(C)nc(-c2cccc([N+](=O)[O-])c2)n1O	-5%	-4%	8%	1.1%	-3%	3%	1%
Cc1ccc(C2=CSC3=NS(=O)(=O)CCN23)cc1	8%	-1%	3%	-3.6%	-2%	14%	14%
COc1ccc(S(=O)(=O)N2CCSC2c2ccc(OC)c(OC)c2)cc1 (stereo unspecified)	10%	0%	4%[38.3 µM]	2.9%	10%	?	-14%[46.1 µM]
COC(=O)c1c(NC(=O)C2c3ccccc3Oc3ccccc32)sc(C)c1C	10%	-2%	6%[38.3 µM]	-0.5%	-1%	9%	-9%[46.1 µM]
Cc1ccc(SCc2cc(=O)n3[nH]cnc3n2)cc1	17%[11.4 µM]	2%	6%	2.0%	2%	14%	8%
Cc1ccc(S(=O)(=O)N2CCCC2CO)cc1 (stereo unspecified)	-4%	-3%	-14%[38.3 µM]	3.1%	0%	12%	10%[46.1 µM]
Cc1cccc(N2C(S)=C(C#N)C(=O)NC23CCCCC3)c1	-2%	1%	3%	3.2%	6%	1%	6%
Cc1cccc2cc(CN(C(=O)c3cnccn3)C3CCCCC3)c(Cl)nc12	-7%	3%	25%[38.3 µM]	0.6%	10%	-20%	-30%[46.1 µM]
FC(F)Oc1ccc(NC(=S)NCc2nc3ccccc3[nH]2)cc1	-7%[11.4 µM]	-1%	-2%	-0.1%	2%	5%	2%
Cc1ccc(N(C)S(=O)(=O)c2cccc(C(=O)Nc3nc4ccccc4[nH]3)c2)cc1	18%	-2%	4%	4.1%	2%	-9%	-19%
CCOc1ccc(OC(=O)c2cccnc2)cc1	-3%	-10%	-18%[38.3 µM]	0.0%	7%	-3%	-9%[46.1 µM]

Screening results: PubChem, National Center for Advancing Translational Sciences (NCATS)
